Screens (PubChem)
KDM5B inh = blocks human KDM5B histone demethylase activity; Potency, µM (doses to about 57.7 µM), for inactives: at the top dose activity change, negative = inhibition, most hits filed as inhibitors; KDM5B demethylase, FDH-coupled NADH fluorescence (FDH is formaldehyde dehydrogenase); Q9UGL1; actives 2.6% (n = 220,000); active means well fitted inhibition curve with a large enough effect; inconclusive means small, poorly fitted or top-dose-only effect; inactive means no such curve, though single readings can be large or run the other way; further: 0% is about no effect; nearly all actives have a fitted effect of over 70% in size
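Measured: NADH fluorescence change, 30 min, RT. System: KDM5BΔAP 200 nM final, H3K4me3 peptide, α-KG, Fe(II), ascorbate, NAD⁺ plus FDH, pH 7.5 HEPES. Compounds: titrated, 10 min pre-incubation with enzyme.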
* = called active by the depositor; i = inactive; ? = inconclusive; [ ] = dose if it differs, or a comment. Potency means the concentration at half of the fitted maximal effect.

SMILES | KDM5B inh
COc1nccc(C(F)(F)F)c1C(=O)NC(=O)Nc1c(C)cccc1C | 10%
COc1cccc(N2CCN(Cc3nnc(-c4ccc5c(c4)OCO5)o3)CC2)c1 | -13%
Cc1cn2c(=O)cc(COC(=O)CSc3ccccc3)nc2s1 | 4%
COc1cc(NC(=O)N2CCCC(Cn3cnc4cccnc43)C2)cc(OC)c1 (stereo not drawn) | -7%
CC(C)N1C(=O)CCC1C(=O)N1CCN(c2ccc(F)cc2)CC1 (stereo not drawn) | 30%
COc1cccc(C(=O)Nc2ccc3oc(-c4cccc(Cl)c4)nc3c2)c1 | ?
Cc1nc2cccnc2n1CC1CCCN(S(=O)(=O)c2ccc3c(c2)OCCO3)C1 (stereo not drawn) | 3%
CCN(CC)C(=O)CSc1nc(-c2ccccc2)c(-c2ccccc2)o1 | ?
CCOc1ccc(C(=O)OCC(=O)NCCNC(=O)COC(=O)c2ccc(OCC)cc2)cc1 | -1%
CCN(CC)CCCC(C)NC(=O)Nc1ccc(Cl)cc1 (stereo not drawn) | -14%
CCOc1cc(C2c3c(-c4ccccc4O)n[nH]c3C(=O)N2Cc2cccnc2)ccc1O (stereo not drawn) | -11%
COCCCn1c(=N)c(S(=O)(=O)c2ccccc2)cc2c(=O)n3cc(C)ccc3nc21 | -173%
Cc1ccc(CN2CCC(CNc3ncnc4onc(-c5ccc(Cl)cc5)c34)CC2)cc1 | -4%
CC1(C)CCC[C@@]2(C)C1CCC1(C)OC(=O)C[C@@H]12 (stereo partly drawn) | -8%
Cc1cc(C(=O)CSc2nc3ccccc3o2)c(C)n1C | -1%
COc1ccccc1NC(=O)C1=C(C)Nc2nc(SCc3ccccc3)nn2C1c1ccncc1 (stereo not drawn) | -5%
O=C(NCCCN1CCCC1)c1cccs1 | -1%
COCCCn1c(-c2ccc(O)c(OC)c2)nc2c1c(=O)[nH]c(=O)n2CC(C)C | 1%
Cc1cc(C)nc(CC#N)n1 | 10%
CCCCOC(=O)c1c(C)oc2c1cc(NS(=O)(=O)c1cc(OC)ccc1OC)c1ccccc12 | 8%

Sorted by value in KDM5B inh (lowest first): 3 from the list above
SMILES | KDM5B inh
CC1(C)CCC[C@@]2(C)C1CCC1(C)OC(=O)C[C@@H]12 (stereo partly drawn) | -8%
CCOc1ccc(C(=O)OCC(=O)NCCNC(=O)COC(=O)c2ccc(OCC)cc2)cc1 | -1%
COCCCn1c(-c2ccc(O)c(OC)c2)nc2c1c(=O)[nH]c(=O)n2CC(C)C | 1%

Back to the main list; the two compounds before the break are reprinted first.
SMILES | KDM5B inh
Cc1cc(C)nc(CC#N)n1 | 10%
CCCCOC(=O)c1c(C)oc2c1cc(NS(=O)(=O)c1cc(OC)ccc1OC)c1ccccc12 | 8%
Cc1ccccc1-c1nc(C#N)c(NCC2CCCO2)o1 (stereo not drawn) | ?
CC(C)=CC(=O)Nc1ccc(CC(=O)N2CCOCC2)cc1 | 28%
Cn1c(=O)[nH]c(=O)c2c1nc(NN)n2CCOc1ccccc1 | ?
Cc1noc(-c2cn(C3CCN(C(=O)c4ccco4)CC3)nn2)n1 | ?
COc1ccc2cnn(CC(=O)Nc3ccc(Oc4ccccc4)cc3)c(=O)c2c1OC | -6%
N#Cc1ccc(CC(=O)N2CC(CNc3cccnc3)C3(C2)CN(c2ccccc2)C3)cc1 (stereo not drawn) | ?
Cc1oc(-c2ccccc2)nc1C(=O)NCC(C)(C)N1CCOCC1 | -2%
CCOc1cc(=O)n2c(c1C(=O)N1CCN(c3ccccc3F)CC1)CCCC2 | 30%[activator]
O=C(Cn1nc2c(cc1=O)CCCC2)Nc1nc2ccccc2s1 | -17%
COc1ccc(-n2ccnc2CN2CCCC(O)(CO)C2)cc1 (stereo not drawn) | ?
COc1cccc2sc(NC(=O)c3ccc(S(=O)(=O)N4CCC(C)CC4)cc3)nc12 | i
CCC1(C)Cc2c(sc3nnn(CC(=O)Nc4ccccc4)c(=O)c23)CO1 (stereo not drawn) | -14%
Cc1ccc(NC(=O)c2cnc(SCC(=O)N3CCCc4ccccc43)n(C)c2=O)cc1C | 11%
CCOC(=O)C1CCN(C(=O)c2ccc3c(c2)OCCO3)CC1 | -11%
CCc1cc(=O)n(CC(=O)Nc2cc(OC)ccc2OC)c(N2CCOCC2)n1 | -8%
CCNC(=O)NC(=O)CSc1cc(C)c2ccccc2n1 | -5%
CCC(C(=O)NCc1ccc2c(c1)CCN2C(=O)c1ccc(F)cc1)c1ccccc1 (stereo not drawn) | -9%
CCN(Cc1ccccc1)C(=O)CCS(=O)(=O)c1ccc2c(c1)CCN2C(C)=O | -24%
O=C(Nc1ccc(Cl)c(-c2nc3ccccc3o2)c1)c1ccc(-c2cccc([N+](=O)[O-])c2)o1 | ?
COc1ccc(S(=O)(=O)N2CCCC(Cc3noc(-c4ccncc4)n3)C2)cc1 (stereo not drawn) | -6%
O=C(Cc1ccccc1Cl)N1CCCN(c2cc(-c3ccccc3)[nH]n2)CC1 | ?
CCC(CC)C(=O)Nc1ccccc1C | 14%
COCCNC(=O)c1cc(-c2ccc(C)nc2)cc2ncn(C)c12 | ?
CC(Oc1ccc(Cl)cc1Cl)C(=O)Nc1ccnn1C(C)C (stereo not drawn) | 2%
CCCCCn1c(Br)nc2c1c(=O)n(C)c(=O)n2C | 15%
O=C(Nc1ccc(F)cc1)c1ccc(N2C(=O)CCS2(=O)=O)cc1Cl | 10%
CC(C)CN1CCn2c(nc3cc(C(=O)NC(C)C)ccc32)C1 | 37%[activator]
O=c1oc2ccc(Br)cc2cc1S(=O)(=O)c1ccccc1F | 12%
CN1C(=O)COC[C@@H]1[C@H](O)c1ccc(NC(=O)CC(C)(C)C)cc1 | 11%[86.2 µM]
CCN(C(=O)CCS(=O)(=O)c1cc2c(cc1C)NC(=O)CO2)c1cccc(C)c1 | -1%
Cc1sc2nc(CN3CCOCC3)nc(N(C)CC(=O)Nc3cccc(F)c3)c2c1C | -1%
O=[S+]([O-])(c1cccc(C(F)(F)F)c1)N1CCCC2(CC(c3ccccn3)=NO2)C1 (stereo not drawn) | 23%[115 µM]
CC(=O)N1CCCN(Cc2nc3c(n2Cc2ccccc2)C(=O)N(CC2CC2)CCN3)CC1 | 3%
COCCCNC(=O)N1CCCN(S(C)(=O)=O)C(c2ccccc2)CC(=O)NCC1 (stereo not drawn) | 19%
CNC(=O)[C@@H]1C[C@@H](n2cc(CNC(=O)Cc3ccc(F)cc3)nn2)CN1 | -18%
Cc1ncsc1C(=O)NCc1ccncc1 | 0%
CCn1nnc2cc(C(=O)N(C)CC(=O)Nc3ccc(Br)c(C)c3)ccc21 | 3%
CCNC(=O)[C@@H]1CCCN1[C@@H](C(=O)NC)c1ccccc1OC | -7%[86.2 µM]
COc1cccc(CN2CCNC(=O)C2CC(=O)N(C)C2CCOCC2)c1OC (stereo not drawn) | ?
CC(=O)N1CCC(NC(=O)c2nc(-c3ccccc3)cc3[nH]ccc23)CC1 | i

Reformatted as labelled records: part of the list above.
O=[S+]([O-])(c1cccc(C(F)(F)F)c1)N1CCCC2(CC(c3ccccn3)=NO2)C1 (stereo not drawn)
  KDM5B inh = 23%[115 µM]
CC(=O)N1CCCN(Cc2nc3c(n2Cc2ccccc2)C(=O)N(CC2CC2)CCN3)CC1
  KDM5B inh = 3%
COCCCNC(=O)N1CCCN(S(C)(=O)=O)C(c2ccccc2)CC(=O)NCC1 (stereo not drawn)
  KDM5B inh = 19%
CNC(=O)[C@@H]1C[C@@H](n2cc(CNC(=O)Cc3ccc(F)cc3)nn2)CN1
  KDM5B inh = -18%

Next section
SMILES | KDM5B inh
NS(=O)(=O)c1ccc(NNC(=O)c2sccc2Cl)cc1 | -6%
O=C(c1ccc(F)cc1Cl)N1CCN(c2cc(C(F)(F)F)ncn2)CC1 | 5%
Cc1ccccc1-n1nnnc1SCC(=O)c1c(N)n(C)c(=O)n(C)c1=O | 15%
Nc1nc(C2CC(NC(=O)Cn3cnc4ccccc4c3=O)C2)cc(=O)[nH]1 (stereo not drawn) | 35%[activator]
COc1cc(OC)c(NC(=O)c2noc3c2CSc2ccccc2-3)cc1Cl | -27%
CN(C(=O)C1CC1)C1CCc2ccccc21 (stereo not drawn) | 2%[115 µM]
CC(Oc1ccc2ccc(=O)oc2c1)C(=O)NC(=O)NC1CCCCC1 (stereo not drawn) | ?
COc1cc2ccccc2cc1C(=O)N/N=C/c1ccc2c(c1)OCO2 | ?
CCOC(=O)C1=C(C)Nc2ccccc2N/C1=N\S(=O)(=O)c1cccc(Cl)c1 | -13%
CCc1cc(=O)oc2cc(C)cc(OCC(=O)NCCCN(C)C)c12 | ?
Cc1ccncc1C(=O)N1C[C@@H](COCC2CC2)[C@H](c2ccccn2)C1 | 13%
COc1ccccc1N1CCN(C(=O)c2cc(=O)c3c(C)cc(C)cc3o2)CC1 | 15%
CCC(C)Cn1c(COc2ccc(OC)cc2)nc2ccccc21 (stereo not drawn) | -7%
CCOC(=O)c1c(NC(=O)COc2ccccc2)sc(Cc2ccc3c(c2)OCO3)c1C | -2%
CN(C)S(=O)(=O)c1ccc(-c2nc(C#N)c(NCCN3CCOCC3)o2)cc1 | i
O=C(NCCc1c[nH]c2ccccc12)c1ccc(F)cc1F | 11%
O=C(c1ccccc1)N1CCn2c(nnc2[C@@H]2C[C@@H](O)CN2Cc2ccccc2)C1 | 11%
CC1=CC(c2ccccc2)n2nnnc2N1 (stereo not drawn) | -18%
Cc1cccc(OCC(=O)NC2(C#N)CCCCC2)c1C | -9%
COCCn1ncc(N2CCC(C(=O)N3CCN(CC(=O)Nc4ccc(C)cc4)CC3)C2)cc1=O (stereo not drawn) | -22%
CCCCn1c(N2CCN(CCc3ccccc3)CC2)nc2c1c(=O)[nH]c(=O)n2C | 20%
CC(C)c1cc(C(=O)NC(C)c2ccccc2-n2cccn2)nc2ncnn12 (stereo not drawn) | 10%
COc1cc(OC)c(NC(=O)c2ncoc2-c2ccc(C)o2)cc1Cl | -12%
Cc1cc(=O)oc2cc(NC(=O)c3cccc(S(=O)(=O)N(C)C)c3)ccc12 | ?
CCOc1ccc(-n2c(SCc3ccccc3)nc3c([nH]c4ccccc43)c2=O)cc1 | -23%
COc1cccc(N2C(=O)NC(=NC3CCCCC3)C23CCN(C(=O)c2ccccc2)CC3)c1 | 4%[115 µM]
O=C(O)C1C2C=CC(O2)C1C(=O)Nc1cc(C(F)(F)F)ccc1Cl (stereo not drawn) | ?
CCc1cc(=O)n(CC(=O)Nc2cc(Cl)ccc2C)c(N2CCOCC2)n1 | -13%
Cc1ccc(S(=O)(=O)CCC(=O)Nc2ccc(Br)cc2C)cc1 | -22%
O=C(O)CSCC(=O)NCc1csc2ccc(Cl)cc12 | 2%
CCc1cc2c(CN(C)Cc3ccccc3F)cc(=O)oc2cc1O | ?
CC(C)S(=O)(=O)N1CCC2(CC1)NCCc1c2[nH]c2ccccc12 | -11%
COc1cccc(S(=O)(=O)N2CCCC(Cn3c(C)nc4cccnc43)C2)c1 (stereo not drawn) | -5%
COc1ccc(Nc2cccc(CN3CCCC(C)(NC(C)=O)C3)c2)cc1 (stereo not drawn) | -36%[86.2 µM]
Cc1nn(C)c2c1c(C(F)(F)F)cc(=O)n2C(C)C(=O)NCc1ccccc1 (stereo not drawn) | ?
CC(C)CNC(=O)COC(=O)c1ccc2ccccc2n1 | -6%
Cc1ccc2nc(-c3ccncc3)c(Nc3ccccc3C)n2c1 | ?
CCOC(=O)C1=CN(c2ccc(OCC)cc2)C=C(C(=O)OCC)C1c1ccc(SC)cc1 | -36%
Cc1nnc(-c2cc(-c3ccc(CO)cc3)ccn2)n1Cc1ccncc1 | -13%[86.2 µM]
COc1ccc(Oc2coc3cc(O)ccc3c2=O)cc1 | ?
Cc1ccc(NC(=O)N2CCCC(Cn3c(C4CC4)nc4cccnc43)C2)c(C)c1 (stereo not drawn) | 0%
Cc1c(-c2ccccc2)oc2c(C(=O)Nc3ccc(N4CCN(C)CC4)cc3)cccc2c1=O | -2%
O=C(CCc1ncc(-c2ccc(F)cc2)o1)N1CCc2ccccc21 | 13%
Cc1ccc(S(=O)(=O)Nc2ccccc2C(=O)NCC2CCCO2)cc1 (stereo not drawn) | -28%
Cc1cc(C(=O)N2CCOC[C@H](Oc3ccc(C(F)(F)F)cc3)C2)n(C)n1 | -2%[86.2 µM]
CCc1noc(-c2cn(C3CCN(C(=O)c4cccs4)C3)nn2)n1 (stereo not drawn) | 23%
COc1cc(NC(=O)c2ccccc2)c(OC)cc1NC(=O)CCc1ccc(-c2ccccc2)o1 | 65%[activator]
CCOC(=O)c1ccc(NC(=O)N2CCN(Cc3nc(-c4ccc(C)cc4)oc3C)CC2)cc1 | 0%
O=C(NCc1ccncc1)c1cc(=O)c2ccccc2o1 | -7%
Cn1nc(C(C)(C)C)cc1C(=O)Sc1cccc(Br)c1 | ?
Cc1ccc(C)c(CN2C(=O)c3ccccc3S(=O)(=O)c3ccc(C(=O)N4CCN(Cc5ccccc5)CC4)cc32)c1 | -20%
Cc1ccc(S(=O)(=O)NCCc2ccc(S(N)(=O)=O)cc2)c(C)c1 | 21%
O=C(NCCCOC1CCCCC1)C1CCCO1 (stereo not drawn) | 23%
O=C(NCc1ccc(OCC(F)(F)F)cc1)C1CCN(c2nc3ccccc3o2)CC1 | 1%
CON(C)C(=O)CC1Sc2ccc(Cl)cc2NC1=O (stereo not drawn) | -9%

Taken from above:
Under KDM5B inh, O=C(NCc1ccc(OCC(F)(F)F)cc1)C1CCN(c2nc3ccccc3o2)CC1 has 1%
Under KDM5B inh, CON(C)C(=O)CC1Sc2ccc(Cl)cc2NC1=O (stereo not drawn) has -9%

Some of the compounds tested, so the mix of outcomes need not match the whole.
